KDM5B inhibitor – Primary screen for KDM5B Histone Demethylases FDH-coupled qHTS | Lysine-specific demethylase 5B (Homo sapiens), Q9UGL1 | KDM5B demethylase, FDH-coupled NADH fluorescence (FDH is formaldehyde dehydrogenase) | Potency, µM (top dose mostly 57.7 µM), inactives show at the top dose activity change, negative = inhibition, most hits filed as inhibitors | 220,000 tested, 2.6% active | AID 1347165, 2019; active = well fitted inhibition curve with a large enough effect; inconclusive = small, poorly fitted or top-dose-only effect; inactive = no such curve, though single readings can be large or run the other way; note: 0% is about no effect; nearly all actives have a fitted effect of over 70% in size
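Coupled FDH/NAD⁺ fluorescence readout. KDM5BΔAP 200 nM final; compound titration, 10 min RT preincubation; substrate mix 12.5 µM H3K4me3, 25 µM 2-OG, 50 µM Fe(II), 100 µM ascorbate, 0.25 mM NAD⁺, 0.25 U/mL FDH; ΔRFU over 30 min.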
* = called active by the depositor; i = inactive; ? = inconclusive; [ ] = dose if it differs, or a comment. Potency is the fitted concentration of half-maximal effect. An excerpt, so the mix of outcomes need not match the whole.

SMILES	KDM5B inhibitor
COc1ccc(OC)c(CNC(=O)CN2CC(C)Sc3ccccc32)c1 (stereo not given)	-5%
Cc1cccc(C(=O)OCc2nc(N)c3ccccc3n2)c1	0%
COCCCNC(=O)c1cnn(-c2ccc(F)cc2F)c1C1CCNCC1	-18%
Cc1ccccc1C(=O)N1CCN(c2oc(-c3ccccc3F)nc2C#N)CC1	?
C/C(=N/Nc1c(F)c(F)nc(F)c1F)c1ccc(C)c([N+](=O)[O-])c1	20%
N#Cc1ccc(CN2CCC(C3CCNC3)CC2)cc1 (stereo not given)	?
O=C(Cc1ccccc1F)N1CCC2(CC1)CN(C1CCC1)CC2CO (stereo not given)	-14%
O=C(c1cc(S(=O)(=O)N2CCCCC2)ccc1Cl)N1CCN(c2ccccn2)CC1	8%
Cc1noc(-c2cn(C3CCN(C(=O)c4ccsc4)CC3)nn2)n1	25%
COCCN1C(=O)c2cccn2CC1CNC(=O)c1cn[nH]c1-c1ccccc1 (stereo not given)	-22%

SMILES	KDM5B inhibitor
COc1ccc(F)cc1S(=O)(=O)NCC(c1ccco1)S(=O)(=O)c1ccc(F)cc1 (stereo not given)	?
Cn1nc(C(=O)NC2CCCN(Cc3ccccc3F)C2)c2ccccc2c1=O (stereo not given)	0%
CCNCC(O)COCc1ccc(OC)cc1 (stereo not given)	34%
CCOC(=O)c1c(C)oc2nc(C)nc(NC(C)c3ccccc3)c12 (stereo not given)	2%
CN(C(=O)CCc1ncc(-c2ccc(F)cc2)o1)C1CCS(=O)(=O)C1 (stereo not given)	2%
O=C(CCC1CCCC1)N1CCCC(c2noc(COc3ccccc3F)n2)C1 (stereo not given)	2%
CCCCc1ccc(Nc2nc(NCCO)c3nccnc3n2)cc1	-11%
COc1cc(OC)c(C(=O)Nc2nc(C)c(C)s2)cc1OC	6%
CC(=O)c1c(C)[nH]c(C(=O)C(C)SCc2ccc(Cl)cc2)c1C (stereo not given)	9%
CCOc1ccc(C(=O)Nc2cccc(NC(=O)c3ccc(Cl)cc3Cl)c2)cc1	-27%

SMILES	KDM5B inhibitor
CCOc1cc(C(=O)Nc2cccc(Cl)c2N2CCOCC2)cc(OCC)c1OCC	-9%
CCCn1c(C)cc(C(=O)Cn2c(Cl)nc3c2c(=O)n(C)c(=O)n3C)c1C	-3%
CN(Cc1cc(-c2cccs2)n[nH]1)C(=O)c1cn(CCN)nn1	13%
COc1ccc(-c2noc(-c3cccn3CC(=O)NC(C)C)n2)cc1F	4%
CN(C)CCCNCC(=O)c1c(-c2ccccc2)n(C)c2ccccc12	?
O=C(c1ccc(Cl)cc1)N1CC2(CCCN2Cc2cc(F)c(F)c(F)c2)Cc2ccccc21 (stereo not given)	-19%[115 µM]
CCCCCCC(=O)Nc1c(C)cccc1C	12%
CC(C)(C)c1nc(COc2ccccc2C#N)cs1	13%
Cc1ccc(CCNS(=O)(=O)c2ccc3c(c2)C(C(C)C)C(=O)N3)cc1 (stereo not given)	-4%
CCN(CC)CCCn1c(C)cc2c(c1=O)C(c1ccc(OC)c(OC)c1OC)C(C#N)=C(N)O2 (stereo not given)	-9%

SMILES	KDM5B inhibitor
O=C(O)c1ccc(Nc2c3ccccc3nc3ccccc23)cc1	?
CCOc1ccc2c(n1)CCN(C(=O)CC1CCCC1)C2	-30%
O=C(NCc1ccccc1)NC[C@H]1O[C@@H]2C[C@@H](CC(=O)N3CCOCC3)O[C@@H]2[C@@H]1O	26%[86.2 µM]
O=C1CC(c2ccccc2)N(Cc2cn[nH]c2-c2ccc(F)cc2)CCCCCN1 (stereo not given)	23%
CCCC(=O)Nc1ccc2c(c1)nc1n2CCN(CCOC)C1	?
O=C(c1cn(-c2ccccc2)nn1)N1CCOC(c2ccc(F)cc2)C1 (stereo not given)	?
C=C(C)Cn1c(Br)nc2c1c(=O)[nH]c(=O)n2C	14%
C#CCNC(=O)C[C@@H]1C[C@@H](C(C)C)[C@H](CNS(C)(=O)=O)C=C1C	-2%[86.2 µM]
COc1ccc(C(=O)c2c(N)c(C(=O)Nc3ccccc3C(F)(F)F)c3ccccn23)cc1	1%
CCC(CC)NC(=O)CN1CCN(c2ccc(C(F)(F)F)cn2)CC1	9%

SMILES	KDM5B inhibitor
Cc1ccccc1-c1nccc2c(=O)cc(N(C)C3CCOCC3)oc12	i
Cc1ccc(C(=O)N2CCN(C(=O)c3nnn4c3COC(c3ccccc3)C4)CC2)cc1F (stereo not given)	-10%
O=C(CC1SC(=O)N(Cc2ccccc2Cl)C1=O)Nc1nccs1 (stereo not given)	33%
O=C(NCc1ccccc1)C1=NO[C@@H]2CN(Cc3ccc(O)c(Cl)c3)C[C@H]12	8%[86.2 µM]
COc1ccccc1CNC1(Cc2cc(C(C)(C)C)on2)COC1	14%[86.2 µM]
COC[C@@H]1CN(C(=O)c2ccc3[nH]ccc3c2)C[C@H]1c1nc(C)no1	-5%
COc1ccc(-c2nc(NC(=O)c3ccc(C)cc3)n[nH]2)cc1OC	1%
CCN(Cc1ccc(OC)c(OC)c1)C(=O)CSc1nc(C2CC2)nc2ccccc12	-5%
Cn1nc(C(=O)N2CCCN(Cc3ccccc3)CC2)c2ccccc2c1=O	-1%
O=C(c1ccccc1)N1CCC(Oc2ccccc2)C1 (stereo not given)	-27%

SMILES	KDM5B inhibitor
CCN(CC)C(=O)N1CCC(N2CC(OCCOC)C23CCCCC3)CC1 (stereo not given)	2%
CC(C)(C)C(=O)N1CCC(NC(=O)c2cc3ccccc3oc2=O)CC1	9%
Cc1cccc(N2C(=O)CCSC23C(=O)N(Cc2ccc(F)cc2)c2ccccc23)c1 (stereo not given)	?
CCCCc1ccc(-n2nnnc2SCC(=O)Nc2cccc(NC(C)=O)c2)cc1	-19%
CCC(=O)Nc1ccc(NC(=O)CSc2nnnn2C2CCCC2)cc1C	1%
Cc1ccccc1CN1C(=O)c2ccccc2S(=O)(=O)c2ccc(C(=O)OCC3CCCO3)cc21 (stereo not given)	-23%
CCNC(=O)N[C@@H]1C=C[C@@H](c2c(C)nn(-c3ccc(C(F)(F)F)cc3)c2C)C1	?
CC(=O)c1cccc(NC(=O)c2oc3c(c2C)-c2nn(Cc4ccc(Cl)cc4)cc2CC3)c1	-82%
Cc1cc(N2CCCN(Cc3cnn4c(C)cc(C)nc34)CC2)ccn1	-1%
Cc1ccccc1CNC(=O)c1ccc2nc(SCc3ccc(F)cc3)n(C)c2c1	-14%

Reformatted: entries from further up
KDM5B inhibitor	Molecule
1%	COc1ccc(-c2nc(NC(=O)c3ccc(C)cc3)n[nH]2)cc1OC
-5%	CCN(Cc1ccc(OC)c(OC)c1)C(=O)CSc1nc(C2CC2)nc2ccccc12
-1%	Cn1nc(C(=O)N2CCCN(Cc3ccccc3)CC2)c2ccccc2c1=O
-27%	O=C(c1ccccc1)N1CCC(Oc2ccccc2)C1 (stereo not given)
2%	CCN(CC)C(=O)N1CCC(N2CC(OCCOC)C23CCCCC3)CC1 (stereo not given)
9%	CC(C)(C)C(=O)N1CCC(NC(=O)c2cc3ccccc3oc2=O)CC1
?	Cc1cccc(N2C(=O)CCSC23C(=O)N(Cc2ccc(F)cc2)c2ccccc23)c1 (stereo not given)
-19%	CCCCc1ccc(-n2nnnc2SCC(=O)Nc2cccc(NC(C)=O)c2)cc1
1%	CCC(=O)Nc1ccc(NC(=O)CSc2nnnn2C2CCCC2)cc1C
-23%	Cc1ccccc1CN1C(=O)c2ccccc2S(=O)(=O)c2ccc(C(=O)OCC3CCCO3)cc21 (stereo not given)
?	CCNC(=O)N[C@@H]1C=C[C@@H](c2c(C)nn(-c3ccc(C(F)(F)F)cc3)c2C)C1
-82%	CC(=O)c1cccc(NC(=O)c2oc3c(c2C)-c2nn(Cc4ccc(Cl)cc4)cc2CC3)c1
-1%	Cc1cc(N2CCCN(Cc3cnn4c(C)cc(C)nc34)CC2)ccn1
-14%	Cc1ccccc1CNC(=O)c1ccc2nc(SCc3ccc(F)cc3)n(C)c2c1

(further entries)
SMILES	KDM5B inhibitor
COC(=O)c1nnn(CC(=O)NC(=O)Nc2cccc(C)c2C)c1C(=O)OC	-5%
O=C(CSc1ncc(-c2ccc(Cl)cc2)o1)Nc1ccc(F)cc1	5%
CSc1ccc(CNC(=O)Cn2c(-c3cccs3)cc3cc(F)ccc32)cc1	?
CCOC(=O)c1c(C)oc2nc(C)nc(NCCCN3CCN(c4cc(Cl)ccc4C)CC3)c12	5%
COc1ccccc1NC(=O)Cc1cccn1-c1ccc(Cl)cc1	-4%
Cc1nn(CC(=O)Nc2ccccc2C(F)(F)F)c2ccccc12	-1%
Cc1ccccc1CN(C)C(C)c1nc(-c2cccs2)no1 (stereo not given)	12%
COc1cc(CC2CC(c3ccc(Cl)cc3)=NO2)cc2c1OCO2 (stereo not given)	11%
Cc1nc(N2CCC(NCCc3cccnc3)CC2)c2ccsc2n1	32%[activator]
CCN1CCC(CC(=O)N2CCC3(CC2)NCCc2c3[nH]c3ccccc23)CC1	?

SMILES	KDM5B inhibitor
O=C(NCCc1ccncc1)c1cccnc1OC1CCNCC1	?
Cc1ccc(-c2ccc(Oc3ccc(C#N)c(C#N)c3)cc2)cc1	-1%
Cc1ccc(-n2nc3c(=O)n(C(C)C(=O)NCc4ccco4)nc(C)c3c2C)cc1 (stereo not given)	-29%
CNS(=O)(=O)c1ccc(NC(=O)Nc2ccc3c(c2)OCO3)cc1	6%
COc1ccc(Cn2cc([N+](=O)[O-])nc2C)cc1[N+](=O)[O-]	6%
O=C(COc1ccccc1)N1CCc2c(n(Cc3cccnc3)n(CCc3ccccc3)c2=O)C1	-19%
COc1ccc(N2C(=O)C(C)CS2(=O)=O)cc1S(=O)(=O)Nc1ccc(N2CCCC2)cc1 (stereo not given)	-5%
CCCCc1ccc(-c2ccc(C#N)cc2)nc1	14%
Cc1nn(C)c(C)c1S(=O)(=O)N1CCCCCCn2c(nnc2-c2ccc(F)cc2)CC1	-8%
CCOc1ccc2nc(SCC(=O)N(Cc3ccccc3)C3CCS(=O)(=O)C3)[nH]c2c1 (stereo not given)	5%

SMILES	KDM5B inhibitor
Cc1ccccc1COc1ccc2c(=O)c(-c3ccccc3)coc2c1	7%
CN(C)c1ccc(CC(=O)N2CCn3nc(Cc4ccccc4)cc3C2)cc1	?
CC(C)(C)CN1CCOC[C@H]1c1ncc(-c2ccc(C(F)(F)F)cc2)[nH]1	?
COc1cc(OC)cc(-c2cc3nc(C)c(CCC(=O)NCCc4cccc(C)c4)c(C)n3n2)c1	?
NCC(=O)N1Cc2ccccc2CC2(CCN(CC3CCCC3)CC2)C1	-19%[115 µM]
C#CCNC(=O)c1cc(-c2ccc([S+](C)(=O)[O-])cc2)nc2c1cnn2C	32µM*
Cc1ccc(-c2noc([C@@H]3Cc4nc[nH]c4CN3Cc3ccc(C(=O)O)cc3)n2)cc1	35µM*
CCOC(=O)/C(C#N)=C/c1ccc(OCC(=O)N2CCOCC2)cc1	-12%
Nc1cc(N)nc(SCc2ccc(C(F)(F)F)cc2)n1	-13%
O=C(C1CCN(Cc2ccco2)CC1)N1CCCn2nc(CO)cc2C1	23%
Cc1ccc2oc(C(=O)N(Cc3ccc(Cl)cc3)Cc3ccco3)cc(=O)c2c1	-1%
O=c1cc(CN2CCN(c3ccccc3)CC2)c2cc(O)ccc2o1	3%
O=C(Nc1cccc(C(F)(F)F)c1)c1cc(=O)c2ccccc2o1	4%
Cc1oc(-c2ccccc2F)nc1CN1CCC(C(=O)NCCc2ccc(Cl)cc2)CC1	-37%
O=C(C1CCCCC1)N1CCC(c2nc3ccccc3o2)CC1	12%
COCCN1C(=O)[C@H]2CN(Cc3ccc(F)c(Br)c3)C[C@H]2C1=O	-7%
CN(C)C(=O)CCc1ccc(NC(=O)c2ccccc2)cc1	-13%
COc1ccc(OC)c(NC(=O)Cn2nc3ccc(SC(C)C)nn3c2=O)c1	18%
CCCN1C(=O)CCc2cc(NC(=O)c3ccc(C)cc3)ccc21	-7%
O=C1c2ccccc2C(Nc2ccccc2)N1Cc1ccc2c(c1)OCO2 (stereo not given)	13%
Cc1ccccc1CC(=O)N1CCN(c2ncnc3nc[nH]c23)CC1	8%
CN(C(=O)c1ccc2oc(CCc3ccccc3)nc2c1)C1CCOC1 (stereo not given)	7%
COC(=O)CC[C@H]1CNC(=O)[C@@H]2[C@@H](CCN2C(=O)NC(C)C)N1C	-17%[86.2 µM]
Cc1cccc(NC(=O)C2CCN(c3cnccn3)CC2)c1	?
CN(C(=O)CN1CCN(c2ccc([N+](=O)[O-])c3cnccc23)CC1)c1ccccc1	-34%
O=C(/C=C/c1cccnc1)c1ccc2c(c1)OCCCO2	-10%
CC(C)c1nc(N2CCN(C(=O)c3ccco3)CC2)c(C#N)c2c1COC(C)(C)C2	?
Cc1ccc(C(=O)NC(C(=O)N2CCCC2)C2CCN(C(=O)c3ccc4c(c3)OCO4)CC2)cc1 (stereo not given)	-16%
Cc1cc(C(=O)N2CCN(S(=O)(=O)c3cc(Cl)ccc3Cl)CC2)c(C)n1Cc1ccco1	-24%
O=C(Cn1c(=O)c2cccn2c2ccccc21)NCCc1ccccc1	3%

SMILES	KDM5B inhibitor
COc1cccc(C(=O)NCC2(COc3cccc(C)n3)C[C@@H](O)[C@@H](O)C2)c1 (stereo not given in full)	-5%[86.2 µM]
Cc1nn(-c2ccccc2)c2c1N(CC(=O)N1CCN(c3cccc(Cl)c3)CC1)C(=O)CS2	-10%
Cc1onc(-c2ccccc2Cl)c1C(=O)Oc1ccc(Cl)cc1Cl	-19%
Cc1[nH]c2ccccc2c1CC(=O)NC1CCCN(c2ncccn2)C1 (stereo not given)	-17%

From PubChem
